Source: PubChem (The Scripps Research Institute Molecular Screening Center)
FBW7 act – FBW7 E3 ligase activators, primary screen, biochemical, AlphaScreen, human | AlphaScreen FBW7–phospho-cyclin E peptide binding, activator screen | 650,000 compounds, 0.13% hits | F-box/WD repeat-containing protein 7 (Homo sapiens), Q969H0 | normalized activity (activation), % at 26.1 µM; in the data active means normalized activity above about 1.9%;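 further: purified mutant Fbw7 with reduced substrate affinity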
Target sequence (Q969H0 whole entry, looked up): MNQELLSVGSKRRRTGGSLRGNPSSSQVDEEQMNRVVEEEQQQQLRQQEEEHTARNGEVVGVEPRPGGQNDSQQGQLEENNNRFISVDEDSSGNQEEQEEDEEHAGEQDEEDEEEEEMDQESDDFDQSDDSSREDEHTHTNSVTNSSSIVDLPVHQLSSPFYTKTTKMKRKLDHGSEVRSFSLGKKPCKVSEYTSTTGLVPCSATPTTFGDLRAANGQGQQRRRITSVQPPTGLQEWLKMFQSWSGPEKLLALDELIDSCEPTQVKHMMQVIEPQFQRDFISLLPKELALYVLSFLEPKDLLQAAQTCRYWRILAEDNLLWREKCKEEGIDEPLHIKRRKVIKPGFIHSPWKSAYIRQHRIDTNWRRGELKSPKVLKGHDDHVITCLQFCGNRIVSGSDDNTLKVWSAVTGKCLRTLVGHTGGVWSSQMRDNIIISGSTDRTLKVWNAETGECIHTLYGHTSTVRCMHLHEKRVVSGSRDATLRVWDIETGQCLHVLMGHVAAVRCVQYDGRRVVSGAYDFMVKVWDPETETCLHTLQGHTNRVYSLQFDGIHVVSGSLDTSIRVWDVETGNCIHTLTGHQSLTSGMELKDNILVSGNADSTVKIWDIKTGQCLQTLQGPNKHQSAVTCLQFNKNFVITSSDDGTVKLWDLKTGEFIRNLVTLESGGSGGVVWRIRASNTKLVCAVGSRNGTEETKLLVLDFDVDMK
TEAD-YAP inh – TEAD-YAP interaction inhibition, primary screen, TEAD-YAP interaction inhibitor project, luminescence, HEK-TIYL cells; AID 1259422, 2018; TEAD-Gal4/YAP UAS-luciferase luminescence; 640,000 compounds, 1.4% hits; inhibition, % at 9.12 µM; in the data active means inhibition above about 32%;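 further: 0% = median of test compound wells and 100% = reference inhibitor wells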
GPR151 ag – activators of human GPR151, primary screen, cell-based, PathHunter beta-arrestin, luminescence. G-protein coupled receptor 151 (Homo sapiens), Q8TDV0. PathHunter beta-arrestin GPR151 cells. activation, % at 11.2 µM. 650,000 compounds, 1% hits; in the data active means activation above about 4.9%;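 further: 0% = median of compound wells and 100% = cells with positive control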
MITF primary – MITF inhibitors, primary screen, biochemical, AlphaScreen, human. Microphthalmia-associated transcription factor (Homo sapiens), O75030. AlphaScreen MITF homodimerization, bead proximity signal. inhibition, % at 2.6 µM. 650,000 compounds, 0.91% hits. AID 1259374, 2018; in the data active means inhibition above about 50%;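 further: 0% = vehicle wells with protein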
* marks the source's active call; other numbers are inactive results; & = joins results of further samples.

Each structure is followed by: FBW7 act, TEAD-YAP inh, GPR151 ag, MITF primary
1	COC(=O)c1ccc(C2NC(=O)C(O)=C2C(=O)c2ccco2)cc1 (configuration not stated)
    0.0, -17, -0.6, 11
2	Nc1nc(-c2ccc(OC(F)F)cc2OC(F)F)cs1
    -0.1, -5, -1.9, 6
3	COc1cccc(NC(=S)NCC(C)C)c1
    -0.1, -17, -0.6, -6
4	O=[N+]([O-])c1cccc(C(=NC2CCCCC2)NO)c1
    -0.3, 6, -0.2, 1
5	CCCOc1ccc(C(=O)NNC(=S)NC(=O)CC)cc1
    -0.3, -19, -0.8, -10
6	CC(C)n1c(Nc2ccnn2C)nc2c(NCCO)ncnc21
    0.0, -1, -0.9, -3
7	COc1ccccc1Nc1cc(N2CCOCC2)c2nonc2c1[N+](=O)[O-]
    -0.5, -2, 1.0, -7
8	Cc1ccc(Cn2c(=O)c3ncccc3n(CC(=O)Nc3cccc(C)c3)c2=O)cc1
    -0.1, 10, 0.3, 0
9	CC(=O)c1cccc(NC(=O)c2ccc(N3CC4CC(C3)c3cccc(=O)n3C4)c(NC(=O)c3ccncc3)c2)c1 (configuration not stated)
    -0.1, -8, -1.5, -9
10	N#Cc1ccc(OCC(=O)OCC(=O)Nc2ccc(Cl)cc2)cc1
    0.2, 4, -0.4, 4
11	C=CCOc1ccc(C(=O)N(Cc2ccccc2Cl)C2CCS(=O)(=O)C2)cc1 (configuration not stated)
    0.0, 2, 0.3, 27
12	COC(=O)C1(Cc2ccc(Cl)cc2)CCCC1=O (configuration not stated)
    0.0, -2, -2.0, -13
13	CC1CN(c2[nH]c(=O)n(C)c(=O)c2Cc2ccc(F)cc2F)CC(C)O1 (configuration not stated)
    0.1, -4, -0.8, 2
14	COc1ccc2nc(NC(=O)CSc3ccc(F)cc3)sc2c1
    0.5, -3, 2.2, 13
15	CC(=O)NC(C(=O)Nc1ccc(F)cc1F)C(C)C (configuration not stated)
    -0.1, 6, -1.5, -2
16	Cc1cnc(N2CCN(Cc3ccc4c(c3)OCO4)CC2)nc1NCc1cccnc1
    0.0, 0, 0.3, 11
17	Cc1cc(C)nc(NC(N)=NC(C)(C)C)n1
    -0.1, -11, 0.1, 16
18	CCC1(C(=O)c2ccc(Cl)cc2)C2c3ccccc3OC(=O)C21C(=O)N1CCOCC1 (configuration not stated)
    0.0, 4, 1.2, 15
19	CCc1nn(C(CC)C(=O)NCc2ccc(F)cc2)c(=O)c2cc3oc(C)cc3n12 (configuration not stated)
    -0.2, 6, -0.7, -15
20	O=C(NNc1ccc([N+](=O)[O-])cc1)c1sc2ccccc2c1Cl
    0.7, -12, -1.3, 7

The list continues.
Each structure is followed by: FBW7 act, TEAD-YAP inh, GPR151 ag, MITF primary
21	O=C1CCC(CCNCc2ccccc2F)N1CCc1ccccc1Cl (configuration not stated)
    0.1, -4, -0.7, 13
22	COc1cccc(-c2nc(C(N)=O)c3[nH]c(=O)n(-c4cccc(C)c4)c3n2)c1OC
    0.1, 0, 0.0, 9
23	O=C(CN1CCCCC1)Nc1cccc(I)c1
    0.0, -22, 0.4, 10
24	N=C1C(c2nc3ccccc3[nH]2)=C(O)CN1c1ccc(O)cc1
    0.2, -28, -1.0, 13
25	O=C(/C=N/NC(=O)c1ccccc1Br)c1ccccc1
    0.1, -10, 2.2, -6
26	CCN1C(=O)NC(c2ccccc2[N+](=O)[O-])C(C(=O)OC(C)C)=C1C (configuration not stated)
    0.0, 4, 1.4, 10
27	Cc1cc(OC(=O)c2cccc([N+](=O)[O-])c2)ccc1N1C(=O)CCC1=O
    0.0, -2, 0.0, 70*
28	Cc1ccc2cc3c(N)c(C(=O)NC4CCCC4)sc3nc2c1
    0.0, 1, 1.2, -8
29	CCOC(=O)c1sc(NC(=O)C(CC)c2ccccc2)c(C(N)=O)c1C (configuration not stated)
    -0.1, -11, -0.9, 0
30	C[n+]1ccccc1/C=C/c1ccc(O)cc1
    0.8, 10, -0.9, 19
31	O=C(CCC1CCCC1)Nc1cccc(I)c1
    0.1, -7, 0.0, -13
32	CC1CCN(Cc2nnnn2CCCC(=O)NC(c2ccccn2)C(F)(F)F)CC1 (configuration not stated)
    0.1, 6, 1.2, -1
33	CSC(=CC(=O)c1ccc(Br)cc1)SC
    0.0, -27, -2.8, 12
34	CC(C)C(=O)N1CCc2c(nc(N3CCOCC3)[nH]c2=O)C1
    0.0, -7, -0.2, -5
35	O=C(/C=C/c1ccco1)N1CCN(Cc2nc3ccccc3n2Cc2ccccc2)CC1
    -0.6, -22, -0.3, 60*
36	CCN[C@H]1C[C@H](C)S(=O)(=O)c2sc(S(N)(=O)=O)cc21
    0.1&-0.1, 18, 1.4&3.9, 3&-32
37	O=C(/C=C/c1cccc([N+](=O)[O-])c1)N1CCCCC1
    -2.2, -26, 0.2, -8
38	O=C(COC(=O)C1CCC(N2C(=O)C3C4CCC(C4)C3C2=O)CC1)c1ccc(F)cc1 (configuration not stated)
    0.1, 0, -0.1, -4
39	COc1ccc(N2C(=O)NC3CC2(C)Oc2ccc(Cl)cc23)cc1 (configuration not stated)
    -0.1, -9, -0.1, -9
40	CCOc1ccccc1N1CCN(C(=O)c2cc(-c3cccc(C)c3)nc3ccccc23)CC1
    -0.1, 42*, 0.2, 22

(list continues)
Each structure is followed by: FBW7 act, TEAD-YAP inh, GPR151 ag, MITF primary
41	Cc1noc(C)c1COC(=O)/C=C/c1ccco1
    0.2, 4, 0.6, 1
42	CCc1ccc2[nH]c(=O)c(CN(Cc3cccnc3)C(=O)c3cccnc3)cc2c1
    0.1, -7, 0.5, -13
43	NC(=O)COC(=O)CC(NC(N)=O)c1ccc(Cl)cc1 (configuration not stated)
    0.0, 2, -0.6, 2
44	O=C(Oc1ccc(Cl)cc1)c1ccc(COC(=O)c2cnccn2)cc1
    0.5, -5, 2.1, 11
45	CC(NCCOCCOc1ccccc1)c1ccccc1 (configuration not stated)
    -0.1, -6, -0.1, -14
46	c1ccc2c(NCCCN3CCOCC3)c3c(nc2c1)CCCC3
    -0.1, -6, -1.2, 15
47	CCC(C)C(=O)C(=O)N1CCCC(c2nc(C)ncc2-c2ccc(F)cc2)C1 (configuration not stated)
    0.0, -14, 0.3, -7
48	COC(=O)c1ccc(NC(=O)Cc2ccc(F)cc2)cc1
    -0.1, -41, 0.3, -7
49	O=C(O)/C=C/c1cn(CCC(=O)O)nc1-c1cccc(Br)c1
    -0.1, -1, -2.2, -3
50	Cc1ccc(C)c(Nc2nnc(-c3ccc(C)c(S(=O)(=O)NC(C)(C)C)c3)c3ccccc23)c1
    0.0, -1, -0.6, -7
51	C=CCN1C(=O)C(c2c(O)n(C)c3ccccc23)=NC1=S
    0.2, -6, 1.6, 5
52	CCCc1nc(SCC(=O)Nc2ccc(NC(C)=O)cc2)c2c(C)c(C)sc2n1
    0.3, 2, -0.9, 7
53	COc1cc(/C=N/N=C2/NC(=O)CS2)ccc1OCc1ccc(C)cc1
    -0.1, -9, 0.8, -12
54	Cc1cccc(-c2noc(-c3cc(C4CC4)[nH]n3)n2)c1
    0.0, -33, -1.3, 18
55	Cc1cc(C)c(S(=O)(=O)NCC(=O)Nc2cccc(C(F)(F)F)c2)c(C)c1
    -0.1, -14, 1.3, -9
56	O=C(Nc1nc2ccccc2[nH]1)c1ccccc1OC(F)F
    -0.1, 23, -6.0, -10
57	O=C1C2C3C=CC(C4CC34)C2C(=O)N1/N=C/c1cc(Br)c(O)cc1O (configuration not stated)
    0.0, 2, 0.9, 3
58	C/C(=N\NS(=O)(=O)c1ccc(C)cc1)c1cccs1
    0.2, 0, -1.8, 9
59	COC(=O)C1=C(C)NC(C)=C(C(=O)OC)C1c1ccccc1OC
    0.2, 11, 3.9, 3
60	COc1cccc2sc(=NC(=O)c3ccccc3)n(C)c12
    1.2, -49, 0.0, 8

[61] O=S(=O)(NCc1ccc2c(c1)OCO2)c1cccc2nsnc12
[62] Cc1ccc(N2C(=O)/C(=C\N3CCOCC3)c3ccccc3C2=O)cc1
[63] Cc1ccoc1C(=O)N1CCc2c(cnc(C)c2CNC(=O)c2ccc3c(c2)OCO3)C1
[64] COc1cc2nc(-c3ccc(N4CCOCC4)nc3)nc(Nc3cc(OC)c(OC)c(OC)c3)c2cc1OC
[65] Cn1c(=O)[nH]c2c(c(-c3ccc(Cl)cc3)nn2C)c1=O
[66] O=C(CSc1nnc(-c2ccco2)o1)N1CCN(c2ccccc2)CC1
Screen / compound no.	61	62	63	64	65	66
FBW7 act	0.1	-0.1	0.8	-0.1	0.0	0.0
TEAD-YAP inh	5	-6	-8	30	1	0
GPR151 ag	-0.4	2.1	1.1	-1.9	-0.7	-1.5
MITF primary	15	-4	6	2	1	-2

Exported with tabs: 6 of the compounds above.
No.	SMILES	FBW7 act	TEAD-YAP inh	GPR151 ag	MITF primary
61	O=S(=O)(NCc1ccc2c(c1)OCO2)c1cccc2nsnc12	0.1	5	-0.4	15
62	Cc1ccc(N2C(=O)/C(=C\N3CCOCC3)c3ccccc3C2=O)cc1	-0.1	-6	2.1	-4
63	Cc1ccoc1C(=O)N1CCc2c(cnc(C)c2CNC(=O)c2ccc3c(c2)OCO3)C1	0.8	-8	1.1	6
64	COc1cc2nc(-c3ccc(N4CCOCC4)nc3)nc(Nc3cc(OC)c(OC)c(OC)c3)c2cc1OC	-0.1	30	-1.9	2
65	Cn1c(=O)[nH]c2c(c(-c3ccc(Cl)cc3)nn2C)c1=O	0.0	1	-0.7	1
66	O=C(CSc1nnc(-c2ccco2)o1)N1CCN(c2ccccc2)CC1	0.0	0	-1.5	-2

The list continues:
[67] O=C1CCCN1CCn1cnc2c(NC3CCN(Cc4ccccc4)CC3)nc(N3CCN(c4ccccn4)CC3)nc21
[68] CC(=O)c1ccc(N2CCN(C(=O)Cn3ncc4c(=O)oc5ccccc5c43)CC2)cc1
[69] COc1ccc(NC(=O)CSc2nc3[nH]ncc3c(=O)n2-c2cccc(C)c2)c(OC)c1
[70] OCCC1CCCCN1c1ccnc2c(-c3ccccc3Cl)cnn12 (configuration not stated)
[71] CCCSc1nc2ccccc2c(=O)[nH]1
[72] Cc1c(C(=O)N2CCCCC2C)sc2ncnc(N3CCN(c4ccccc4)CC3)c12 (configuration not stated)
Screen / compound no.	67	68	69	70	71	72
FBW7 act	0.0	-0.1	0.1	0.0	-1.5	-0.7
TEAD-YAP inh	-10	-5	2	14	-1	5
GPR151 ag	-1.6	-1.1	0.2	0.4	-0.7	-0.4
MITF primary	-1	1	15	-10	-1	13

[73] CN1CCN(C(=O)c2c(O)c3cccc4c3n(c2=O)CCC4)CC1
[74] COc1cc(C(=O)OCC(=O)Nc2sc3c(c2C#N)CCC3)cc(OC)c1OC
[75] O=CN1CCN(S(=O)(=O)c2ccccc2[N+](=O)[O-])CC1
[76] CCOc1ccccc1CN1CCNC(=O)C1CC(=O)N1CCc2c(Cl)cccc2C1 (configuration not stated)
[77] CCOC(=O)C1=C(C)Nc2ncnn2C1c1ccc(N(C)C)cc1 (configuration not stated)
[78] CC(C)CC(C(=O)NCC1CCCO1)N1C(=O)c2ccccc2C1=O (configuration not stated)
Screen / compound no.	73	74	75	76	77	78
FBW7 act	-0.1	0.2	-0.1	0.0	0.8	0.1
TEAD-YAP inh	0	8	9	6	-1	4
GPR151 ag	1.9	0.6	-0.7	1.3	-0.4	0.4
MITF primary	2	0	-7	-5	7	-3

Only TEAD-YAP inh and FBW7 act, for some of the entries so far:
#	mol	TEAD-YAP inh	FBW7 act
70	OCCC1CCCCN1c1ccnc2c(-c3ccccc3Cl)cnn12 (configuration not stated)	14	0.0
37	O=C(/C=C/c1cccc([N+](=O)[O-])c1)N1CCCCC1	-26	-2.2
66	O=C(CSc1nnc(-c2ccco2)o1)N1CCN(c2ccccc2)CC1	0	0.0
39	COc1ccc(N2C(=O)NC3CC2(C)Oc2ccc(Cl)cc23)cc1 (configuration not stated)	-9	-0.1
13	CC1CN(c2[nH]c(=O)n(C)c(=O)c2Cc2ccc(F)cc2F)CC(C)O1 (configuration not stated)	-4	0.1

Next section:
[79] Cc1cc(NC(=O)c2cnc3sc(C)cn3c2=O)no1
[80] CCCc1nc(SCC(=O)Nc2cc(C)on2)[nH]c(=O)c1CC
[81] CC(C)(C)C(=O)COC(=O)CN1C(=O)c2cccc([N+](=O)[O-])c2C1=O
[82] CC1CCCC(NC(=O)CCNC(=O)c2ccc(C(C)(C)C)cc2)C1C (configuration not stated)
[83] CC(C)NC(=O)C(=O)NNC(=O)CCc1ccccc1
[84] C#CC(O)(c1ccc(OC)c(OC)c1)c1ccc(OC)cc1OC (configuration not stated)
[85] Cc1nc(CSc2nnc(-c3ccc(Cl)cc3)n2C)cs1
Screen / compound no.	79	80	81	82	83	84	85
FBW7 act	-0.1	0.1	0.2	-0.1	0.3	-0.1	-0.1
TEAD-YAP inh	-33	0	0	0	7	3	-1
GPR151 ag	-0.4	-0.5	0.4	1.0	-1.4	1.5	1.3
MITF primary	-13	12	10	-9	8	6	1
